# Assay outcomes from PubChem.
# CF NFkB block: cystic fibrosis NF-kB activation inhibition. actives 0.86% (n = 360,000). KKLEB NF-kB-GFP reporter, PAF-induced, GFP fluorescence overnight. inhibition, % at 5 µM. AID 588850;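 active means at least 50% inhibition at 5 µM, scaled per plate between neutral and stimulator controls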;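 further: PAF is a Pseudomonas aeruginosa culture filtrate used as stimulus; plate controls were PAF-stimulated DMSO wells for no effect and unstimulated DMSO wells for full effect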
# TWEAK-Fn14 inh: inhibitors of TWEAK-Fn14 interaction signaling. TWEAK-stimulated Fn14 reporter cells, luciferase luminescence, 8 h. actives 2% (n = 360,000). inhibition, % at 10 µM. AID 1159606; in the data active means inhibition above about 50%
# C8 TRAIL sens: sensitizes caspase-8 expressing cells to TRAIL; NB7+C8 cells + TRAIL, ATPlite viability luminescence; inhibition (viability loss, TRAIL sensitization), % at 10 µM; actives 1% (n = 360,000);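 active means compounds causing at least 50% loss of cell viability in the single-dose screen, relative to plate controls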
# NR2E3 ag-1: agonists of human NR2E3 nuclear receptor. Q9Y5X4. CHO-S Gal4-NCOR/VP16-NR2E3 two-hybrid, luciferase. inhibition of corepressor binding, % at 3.98 µM. actives 0.35% (n = 360,000). AID 602229;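 active means inhibition above the mean of all tested compounds plus 3 SD, cut at about 70% in these data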;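 further: 0% = DMSO with NR2E3 transfected cells and 100% = cells lacking NR2E3 construct; higher means lower luciferase signal from less NR2E3 corepressor binding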
# Target sequence (Q9Y5X4 whole entry, looked up, the tested form may be a part): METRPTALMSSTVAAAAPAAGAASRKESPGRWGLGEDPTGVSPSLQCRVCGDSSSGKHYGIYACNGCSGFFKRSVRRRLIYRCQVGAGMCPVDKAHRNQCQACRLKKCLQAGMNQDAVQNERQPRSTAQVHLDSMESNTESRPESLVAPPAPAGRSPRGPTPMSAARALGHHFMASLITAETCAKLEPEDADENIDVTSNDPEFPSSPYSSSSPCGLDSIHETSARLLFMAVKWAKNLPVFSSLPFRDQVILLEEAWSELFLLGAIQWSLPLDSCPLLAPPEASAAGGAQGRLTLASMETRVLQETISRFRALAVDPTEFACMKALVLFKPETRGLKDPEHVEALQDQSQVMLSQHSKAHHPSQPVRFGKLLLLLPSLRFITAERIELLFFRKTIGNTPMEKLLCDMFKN
# NR2E3 ag-2: activates human photoreceptor nuclear receptor NR2E3; Q9Y5X4; GST-NR2E3/biotin-RetCOR TR-FRET, 1536-well; inhibition of corepressor binding, % at 4.78 µM; actives 0.12% (n = 320,000); AID 2300;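 active means percent inhibition above the cutoff of mean plus 3 SD of all tested compounds, set per screening campaign, cut at about 20% in these data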;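 further: 0% = DMSO wells and 100% = biotin wells as full block of FRET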
#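 Material: NR2E3–RetCOR corepressor complex / Amount: 1.35 nM GST-NR2E3 / Medium: Tris pH 7.5 / Compound: single nominal compound dose of 4.8 µM / Incubation: 5 h at 4 °C / Technique: TR-FRET, Eu(K)-anti-GST donor, streptavidin-D2 acceptor, ex 340, em 617/671 nm / Read-out basis: percent loss of FRET ratio relative to control wells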
# Peg3 prom inh: inhibitors of Peg3 promoter; HeLa PEG-Prom luciferase reporter, luminescence, overnight; inhibition, % at 20 µM; actives 1.7% (n = 360,000); AID 588405;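 active means inhibition of at least 50% at 20 µM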
# Shn3 3UTR inh: Schnurri-3 reporter inhibition in Clone20 osteoblasts | Clone20 osteoblast Shn3 3'UTR firefly luciferase, 24 h | inhibition, % at 12.5 µM | actives 0.52% (n = 360,000) | AID 588674;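 active means mean inhibition of at least 75% with every replicate also reaching 75%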;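 further: 0% = median of neutral control wells and 100% = pilot-screen positive control compound; some compounds past the cut are filed as inactive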
# KKLEB cytotox: reduces viability of KKLEB cystic fibrosis airway cells; KKLEB CF airway cells viability, ATPlite luminescence, overnight; stronger effect = lower value; cells stimulated with P. aeruginosa culture filtrate; activity change (cytotoxicity), % at 5 µM; actives 0.36% (n = 360,000);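 active means corrected activity change at or below -50% at 5 µM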
# HIF-2a block: blocks HIF-2a reporter activity | 786-0 RCC cells HIF-2a reporter, luciferase luminescence, overnight | inhibition, % at 18.8 µM | actives 0.72% (n = 360,000);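 active means inhibition of the luminescence signal of 40% or more relative to plate controls, in a single-dose primary screen at 18.75 µM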
# MITF TRPM1 inh: inhibitors of MITF-driven TRPM1 promoter in melanoma cells; AID 488899; inhibition, % at 12.5 µM; actives 0.83% (n = 330,000); SK-MEL-5 TRPM1 promoter luciferase, 24 h;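 active means mean inhibition across replicates of 60% or more, whatever share of single replicates reaches that level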; further: values of inactives mirror those of a sister screen read the other way
# TROY NFkB inh: inhibitors of TROY-dependent NF-kB signaling. Q293 LMP1-TROYcd NF-kB luciferase reporter, 4 h. inhibition, % at 10 µM. actives 0.98% (n = 360,000);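 active means compounds whose plate-normalised and pattern-corrected inhibition of the luciferase reporter signal at the single screening dose is 50% or more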
# Starred values were filed as active, the others as inactive; · = not tested or not shown. Only part of the results is shown; count on the stated rates, not on these rows.
SMILES,CF NFkB block,TWEAK-Fn14 inh,C8 TRAIL sens,NR2E3 ag-1,NR2E3 ag-2,Peg3 prom inh,Shn3 3UTR inh,KKLEB cytotox,HIF-2a block,MITF TRPM1 inh,TROY NFkB inh
O=c1ccc2c(o1)/C(=C/C=C(Cl)Cl)CCC2,-2,8,-8,-22,1,-13,-27,-1,-11,-1,9
O=C(CCC(=O)OCc1ccc(Cl)cc1)Nc1cccc([N+](=O)[O-])c1,0,12,-12,7,0,8,15,8,22,-8,-14
Cc1nn(C)c(C)c1C1C(C#N)=C(N)OC2=C1C(=O)CC(C)(C)C2 (stereo not drawn),4,-6,-5,-9,-2,-25,-18,10,-4,-30,-27
Cc1nc(SCC(=O)c2ccc(F)cc2)c([N+](=O)[O-])[nH]1,14,24,-17,-20,1,22,-16,-11,18,-3,-14
Cn1ccnc1Sc1cc(Cl)ccc1[N+](=O)[O-],21,-3,1,-31,-2,11,15,-9,11,2,-2
COn1c(=O)c(-c2ccccc2)[n+]([O-])c2ccccc21,4,13,3,-15,3,2,-24,-27,8,-8,-52
O=C(Cc1cccc(C(F)(F)F)c1)Nc1ccc(S(=O)(=O)N2CCCC2)cc1,-2,-5,-4,9,1,19,5,-5,9,-3,-5
c1ccc2c(c1)oc1c(-c3cccc4nccn34)cccc12,-24,-8,-8,-28,·,-31,1,6,-82,·,-19
C=CCc1cccc2cc(C(=O)N3CCN(C(=O)OCC)CC3)c(=O)oc12,-4,32,12,-23,0,22,7,2,10,9,-5
c1ccc(CNC2=NCCCC2)cc1,2,-18,13,-5,-1,22,15,0,10,-9,1
Cc1cc(C)c2c(N)c(C(=O)Nc3ccccc3Cl)sc2n1,-3,-54,13,-108,-4,-207,-68,-6,-179,·,18
O=C(c1ccco1)N1CCN(C(=O)c2ccc(CS(=O)c3ccc(Cl)cc3)o2)CC1 (stereo not drawn),6,7,8,5,3,13,5,-26,18,0,2
CN1CCN(S(=O)(=O)c2cccc(C(=O)N(C)CC(=O)Nc3ccc(Cl)c(Cl)c3)c2)CC1,-5,1,2,-7,·,15,26,-1,6,-13,14
O=C(Nc1cccc(C(F)(F)F)c1)c1cccnc1,-6,-3,-8,21,-1,9,1,-11,-21,-9,1
CCN(CC)C(=O)c1cc2sc3ccccc3c2s1,-2,-56,20,-87,3,-313,-94,-8,-223,-94,-41
COc1ccc(O)c(C2NC(CC(C)C)(C(=O)O)C3C(=O)N(Cc4ccccc4)C(=O)C23)c1 (stereo not drawn),-9,-8,-5,9,-1,9,-9,5,12,-3,10
COc1ccc(COC[C@H](C)[C@H](O)[C@@H](C)[C@H]2OC(=O)[C@@H]2C)cc1,-33,-3,-2,-21,1,1,-16,-7,-3,3,-22
CCCCOC(=O)N1CCOCCOCCOCCOCC1,8,8,5,-19,0,7,4,-2,13,-7,-9
O=C(N/N=C/c1ccc(N2CCCC2)c([N+](=O)[O-])c1)c1cccnc1,-21,-20,0,-5,-2,-8,14,14,-46,-10,-43
CCN(CC)S(=O)(=O)c1ccc(C(=O)Nc2nnc(-c3ccco3)o2)cc1,-5,0,7,10,-1,9,3,-5,17,13,-12
O=C(Cn1nnc(-c2cccs2)n1)NCc1ccccc1,7,-5,-3,-13,0,-20,-7,-3,-17,3,-22
O=C(Nc1ccccc1C(F)(F)F)NC1CCCCCCC1,-16,-9,9,-51,-1,-38,0,4,-103,-21,-19
COc1ccc(CCNC(=O)c2cc3cc(Cl)ccc3nc2N)cc1OC,·,28,-3,66,·,·,·,·,16,·,18
CN(C)CCNC(=O)c1onc(CSc2ccncc2)c1C(=O)NCCN(C)C,-3,3,-4,-25,2,-10,-15,4,13,-14,-1
O=C(O)CC1(CC(=O)NCc2ccccn2)CCCCC1,4,1,-6,-3,0,4,-3,-5,10,-10,-34

# An excerpt from above, limited to TWEAK-Fn14 inh:
Molecule,TWEAK-Fn14 inh
COn1c(=O)c(-c2ccccc2)[n+]([O-])c2ccccc21,13
O=C(Cn1nnc(-c2cccs2)n1)NCc1ccccc1,-5

# Remaining list, next part:
SMILES,CF NFkB block,TWEAK-Fn14 inh,C8 TRAIL sens,NR2E3 ag-1,NR2E3 ag-2,Peg3 prom inh,Shn3 3UTR inh,KKLEB cytotox,HIF-2a block,MITF TRPM1 inh,TROY NFkB inh
Cc1nc(N)sc1-c1csc(Nc2cc(N(C)C)ccc2Cl)n1,-12,15,-1,-9,·,-31,-9,-3,-17,·,9
Cc1ccc2nc(N3CCN(C(=O)CCC(=O)O)CC3)nc(-c3ccccc3)c2c1,5,-6,-13,-23,-1,10,-14,-3,15,14,-46
CCCNC(=O)CN(C1CCCCC1)S(C)(=O)=O,3,-14,4,-5,2,0,-20,-5,12,-1,20
CCc1ccc(-c2nc(SCC(=O)c3c(N)n(C4CC4)c(=O)[nH]c3=O)n[nH]2)cc1,-4,-17,46,11,2,-84,-7,-13,-78,-21,-15
COc1ccc(NC(=O)c2cc(S(=O)(=O)N3CCOCC3)cn2C)cc1Cl,0,8,16,-13,2,18,1,-7,19,-2,-9
CC1CCc2c(sc3ncnc(N4CCOCC4)c23)C1 (stereo not drawn),66*,23,-12,-12,3,17,-9,-30,20,-4,36
Cc1ccc(OCC(O)Cn2c(N)nc3c2c(=O)n(C)c(=O)n3C)cc1 (stereo not drawn),-16,-14,11,16,2,12,22,-10,10,-1,20
CNc1nnc(CSc2nc3ccccc3s2)s1,5,-3,-6,-70,2,-140,-26,-2,-212,-40,-41
CCCc1cc2c(cc1NC(=O)c1ccccc1Cl)OCO2,11,3,-1,23,-4,1,-18,2,0,4,·
Cc1ccc(NC(=O)C2C3C=CC4(CN(Cc5cccnc5)C(=O)C24)O3)cc1F (stereo not drawn),-10,3,-1,-47,0,-3,-9,9,-7,3,-9
C[C@@H]1CN([C@H](C)CO)C(=O)c2cc(C#CC(C)(C)O)cnc2O[C@@H]1CN(C)C(=O)C1CC1,-25,-6,-11,-8,·,4,-10,16,9,·,0
COc1ccc(-c2noc(CSc3nc4sc(C)c(C)c4c(=O)n3-c3ccccc3)n2)cc1OC,9,-33,-7,2,1,-1,57,-25,16,-11,-18
O=C(Nc1ccc(S(=O)(=O)Nc2nccs2)cc1)c1cccc(F)c1,-14,2,6,-34,3,10,-11,5,-7,·,-9
NC(=O)c1ccc[n+](CC(=O)c2cccc([N+](=O)[O-])c2)c1,-8,14,-21,-11,2,14,-6,7,17,9,-3
COc1ccc(OCC(=O)Nc2ccncc2)cc1,-1,-2,-2,-9,-2,-5,-5,9,-9,-4,0
CN(CCOC(=O)c1ccccc1)Cc1ccccc1,1,4,-7,-9,-3,-4,-10,8,11,-9,-27
Cc1nc2cc3ccccc3cc2c(=O)[nH]1,-11,13,8,-56,-1,-193,-85,-2,-206,-6,-15
CCN(Cc1ccccc1)c1ccc(/C=N/NC(=O)c2cccc(S(=O)(=O)N3CCOCC3)c2)cc1,-7,69*,20,-18,2,13,15,8,19,1,26
CC(C)C(CC(=O)NCc1ccco1)c1ccco1 (stereo not drawn),1,7,-8,1,3,5,-21,-3,10,-3,-7
COc1ccccc1NC(=O)CSc1nnc(C2CCCCC2)o1,-1,-1,-4,-5,2,-50,-5,-6,-84,-15,1
CCOc1ccc(CC(=O)NCC2(N3CCCCC3)CCCCC2)cc1,6,8,-16,-10,0,-2,6,-5,17,-4,17
COc1cc2c(cc1OC)CN(C(=O)Cn1ccccc1=O)CC2,-12,-19,5,-56,-2,-5,-20,-3,1,-5,-1
CCOC(=O)C1CCCN(CC(O)COCc2ccc3c(c2)OCO3)C1 (stereo not drawn),10,1,-11,18,5,11,8,-3,7,-5,3
O=C1c2ccccc2C(=O)N1CCc1c[nH]c2ccc(O)cc12,-14,-61,2,-30,-1,-63,-14,3,-10,-31,-48
COc1ccc(C2Nc3ccccc3C(=O)N2Cc2ccco2)cc1COc1ccc(F)cc1 (stereo not drawn),7,-1,6,-10,-3,12,24,7,7,1,-14

# Overlap with the part before: 2 compounds; new compounds follow.
SMILES,CF NFkB block,TWEAK-Fn14 inh,C8 TRAIL sens,NR2E3 ag-1,NR2E3 ag-2,Peg3 prom inh,Shn3 3UTR inh,KKLEB cytotox,HIF-2a block,MITF TRPM1 inh,TROY NFkB inh
O=C1c2ccccc2C(=O)N1CCc1c[nH]c2ccc(O)cc12,-14,-61,2,-30,-1,-63,-14,3,-10,-31,-48
COc1ccc(C2Nc3ccccc3C(=O)N2Cc2ccco2)cc1COc1ccc(F)cc1 (stereo not drawn),7,-1,6,-10,-3,12,24,7,7,1,-14
O=C(CN1C(=O)NC2(CCCC2)C1=O)Nc1cc(Cl)ccc1N1CCCC1,-10,-4,-4,13,0,0,10,-9,0,11,-40
C[C@H](NC(=O)C(c1ccccc1)c1ccccc1)c1ccccc1,11,4,-12,6,·,1,15,7,10,-14,-4
CCOCc1nnc(NC(=O)c2ccc(NC(C)=O)cc2)s1,10,-2,-4,-7,1,-5,0,-1,5,·,-12
COc1cccc(CSc2nnc(C(F)(F)F)n2Cc2ccc(F)cc2)c1,8,-8,-3,-2,1,-6,14,-9,-35,-10,-13
C=CCn1c(SCC(=O)N2CC(C)OC(C)C2)nnc1-c1ccncc1 (stereo not drawn),-8,0,-16,4,2,2,12,3,7,-2,6
Clc1ccc2ncc(-c3nnnn3-c3ccccc3)c(-c3ccccc3)c2c1,1,18,-7,2,3,35,12,8,7,1,-21
N#CCSc1ncnc2ccccc12,17,29,24,-12,-2,18,13,4,11,16,34
CC(C)c1ccc(NC(=O)C2Cc3c(-c4ccc(Cl)cc4)ccnc3O2)cc1 (stereo not drawn),14,-53,14,-31,·,9,-7,-12,-9,·,3
Cc1cccc(Cc2cnc(NC(=O)c3ccc(C)o3)s2)c1,-4,-26,10,22,-5,-214,2,-5,-162,-84,-33
CC(C)NC(=O)Nc1ccc2c(c1)C(=O)N([C@H](C)CO)C[C@H](C)[C@@H](CN(C)Cc1ccc(C(F)(F)F)cc1)OCCCC[C@@H](C)O2,20,-15,-14,-16,·,12,14,-12,-8,·,7
CC(NC(=O)c1ccc2c(c1)OCCO2)c1ccc(S(N)(=O)=O)cc1 (stereo not drawn),4,13,0,20,6,-1,-2,2,-5,-3,-1
COC(=O)c1scc(C)c1NC(=O)Cc1ccccc1,4,8,-25,-8,2,-36,-16,2,-12,2,-15
CC(=O)COC(=O)c1cccc(N2C(=O)C3C4C=CC(C4)C3C2=O)c1 (stereo not drawn),3,0,3,-13,0,2,-36,10,11,-10,-2
COc1ccc(CC(=O)OCC(=O)NC2CCCCCC2)cc1OC,-4,4,14,-9,·,-9,-10,16,16,-6,-14
COCCn1c(C)cc(C(=O)COC(=O)CCc2ccc(S(=O)(=O)N3CCOCC3)cc2)c1C,0,5,13,23,0,9,-12,-3,14,5,-6
COc1ccc(NC(=O)C/C(C)=N/NC(=O)c2ccccn2)c(OC)c1,-5,-31,-2,-109,6,-14,-18,-7,-12,-4,-30
